Screens from PubChem.
HKDC1 inhibitor = HKDC1 hexokinase inhibitors, primary screen, biochemical, fluorescence, uHTS; recombinant HKDC1, G6PDH/diaphorase resazurin coupled fluorescence; inhibition, % at 20 µM; 0.16% of 340,000 active; AID 493160, 2011;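 active means inhibition above about 35% when tested at 20 µM, limit read from the data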;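 further: plate controls were DMSO wells with enzyme for no effect and DMSO wells lacking enzyme for full effect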
Target sequence (Q2TB90 whole entry, looked up): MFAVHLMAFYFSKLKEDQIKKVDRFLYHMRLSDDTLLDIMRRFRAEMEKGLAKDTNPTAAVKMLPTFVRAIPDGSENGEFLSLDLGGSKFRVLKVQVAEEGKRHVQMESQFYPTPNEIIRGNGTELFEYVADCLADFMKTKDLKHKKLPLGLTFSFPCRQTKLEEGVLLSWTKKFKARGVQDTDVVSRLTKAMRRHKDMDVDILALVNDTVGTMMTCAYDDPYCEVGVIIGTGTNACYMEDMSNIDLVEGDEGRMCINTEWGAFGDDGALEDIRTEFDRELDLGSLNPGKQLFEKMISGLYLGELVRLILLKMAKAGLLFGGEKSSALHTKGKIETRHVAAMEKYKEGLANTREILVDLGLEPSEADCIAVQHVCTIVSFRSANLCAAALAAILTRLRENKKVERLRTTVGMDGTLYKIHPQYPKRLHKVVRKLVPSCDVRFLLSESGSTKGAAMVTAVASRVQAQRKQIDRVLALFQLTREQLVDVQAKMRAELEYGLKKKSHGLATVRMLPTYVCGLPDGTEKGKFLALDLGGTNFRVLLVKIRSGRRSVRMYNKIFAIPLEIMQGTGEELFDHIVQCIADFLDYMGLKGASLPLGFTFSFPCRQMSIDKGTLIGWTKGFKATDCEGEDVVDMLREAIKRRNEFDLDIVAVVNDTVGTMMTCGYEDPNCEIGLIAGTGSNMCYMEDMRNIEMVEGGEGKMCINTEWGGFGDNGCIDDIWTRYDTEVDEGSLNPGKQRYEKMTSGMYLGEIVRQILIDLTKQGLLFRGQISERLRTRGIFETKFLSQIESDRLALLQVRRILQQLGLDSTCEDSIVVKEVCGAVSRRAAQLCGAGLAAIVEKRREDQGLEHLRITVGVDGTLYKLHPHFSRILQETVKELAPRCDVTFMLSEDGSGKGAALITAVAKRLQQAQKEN
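Material: recombinant HKDC1 hexokinase; Amount: HKDC1 at 5 µg/mL; Medium: Tris pH 8.0 buffer with MgCl2, Tween-20, BSA, BME; Schedule: 90 min reaction incubation at room temperature, dark; Technique: coupled resazurin fluorescence, excitation 525 nm, emission 613 nm.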
PfG6PD inh = PfG6PD enzyme inhibitors, primary screen, biochemical, fluorescence intensity, uHTS; glucose-6-phosphate dehydrogenase-6-phosphogluconolactonase (Plasmodium falciparum 3D7); PfGluPho enzyme, NADPH resazurin-diaphorase fluorescence; 0.78% of 350,000 active; inhibition, % at 20 µM;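 active means inhibition reaching at least a set limit at 20 µM in the primary screen, cut at about 59% in these data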;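 further: 0% = DMSO wells with substrate and 100% = DMSO wells lacking glucose-6-phosphate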
SENP6 block = SENP6 protease inhibitors, primary screen, biochemical, luminescence, uHTS; Sentrin-specific protease 6 (Homo sapiens), Q9GZR1; Recombinant SENP6 catalytic domain, aminoluciferin luminescence; inhibition, % at 10 µM; 1.8% of 330,000 active; AID 2599, 2010;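 active means inhibition above about 50% at the single tested dose, limit read from the data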;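 further: plate controls were DMSO wells with enzyme for no effect and DMSO wells lacking enzyme for full effect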
Apaf1 inhib = inhibitors of human Apaf-1 apoptosome, primary screen, biochemical, DEVD-Rh110 fluorescence, uHTS; AID 489030, 2010; inhibition, % at 20 µM; Apoptotic protease-activating factor 1 (Homo sapiens), O14727; reconstituted apoptosome caspase-3 activity; 0.71% of 330,000 active; active means inhibition of at least 40% at 20 µM;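 further: plate controls were DMSO wells for no effect and DEVD-CHO caspase inhibitor wells for full effect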
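detection = Rh110 fluorescence intensity | test system = biochemical Apaf-1 apoptosome reconstitution | also added = cytochrome c and DEVD-Rh110 substrate | schedule = 30 min plus 50 min, RT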
SENP8 block-1 = SENP8 protease inhibitors, primary screen, biochemical, luminescence; Sentrin-specific protease 8 (Homo sapiens), Q96LD8; purified SENP8, Z-RLRGG-aminoluciferin cleavage; inhibition, % at 10 µM; 1.2% of 330,000 active; AID 2540, 2010; in the data active means inhibition above about 50%
Target sequence (Q96LD8 whole entry, looked up): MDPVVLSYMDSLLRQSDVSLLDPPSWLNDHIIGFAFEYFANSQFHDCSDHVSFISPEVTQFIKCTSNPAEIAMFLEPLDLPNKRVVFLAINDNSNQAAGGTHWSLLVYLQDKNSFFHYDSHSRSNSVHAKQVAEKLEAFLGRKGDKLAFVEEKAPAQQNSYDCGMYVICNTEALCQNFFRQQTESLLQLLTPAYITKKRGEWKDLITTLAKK
SENP1 FRET inh = human SENP1 catalytic domain inhibitors, primary screen, biochemical, FRET, uHTS | inhibition, % at 10 µM | 0.21% of 360,000 active | recombinant SENP1 catalytic domain, CyPet-SUMO1-YPet FRET cleavage | AID 624204, 2012;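 active means inhibition at least 30% at 10 µM, raw YFP signal under a set limit, fluorescence ratio 0.5 to 1.5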;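 further: 0% = enzyme with DMSO and 100% = no enzyme wells; some results filed as inactive read as strong as hits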
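Test system: hSENP1 catalytic domain, recombinant; Amount: 20 pM final SENP1 enzyme; Medium: Tris pH 8 buffer plus EDTA, NaCl, BME, BSA, NP40, catalase; Schedule: 50 min enzyme reaction, room temperature, light-protected; Technique: FRET fluorescence in CFP and YFP emission channels; Controls: no-enzyme wells low, DMSO-plus-enzyme wells high control.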
SENP8 block-2 = human SENP8 protease inhibitors, primary screen, biochemical, fluorescence, Nedd8 protein substrate, uHTS. Sentrin-specific protease 8 (Homo sapiens), Q96LD8. recombinant SENP8. inhibition, % at 20 µM. 0.64% of 360,000 active. AID 602440, 2012; in the data active means inhibition mostly above about 40%, no sharp cut-off; inactive means mostly below about 27%
SENP7 block = SENP7 protease inhibitors, primary screen, biochemical, luminescence, uHTS; 1.5% of 330,000 active; inhibition, % at 5 µM; Sentrin-specific protease 7 (Homo sapiens), Q9BQF6; recombinant SENP7, Z-RLRGG-aminoluciferin luminescence, 40 min;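 active means inhibition above about 50% at the single test dose, limit read from the data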;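 further: plate controls were DMSO with enzyme for no effect and no enzyme buffer wells for full effect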
* hit, by the source's call; i = inactive; · = not tested or not shown; & = joins results of further samples.

Start of the listing, in advance, two compounds:
SMILES	HKDC1 inhibitor	PfG6PD inh	SENP6 block	Apaf1 inhib	SENP8 block-1	SENP1 FRET inh	SENP8 block-2	SENP7 block
C=CCn1c(Cc2c(C)[nH]c3ccccc23)nnc1SCC(=O)NCc1ccc(F)cc1	-1	2	-3	4	-1	-52	-29	2
CCN(CC)CCOC(=O)c1cccc2c1-c1ccccc1C2O (stereo not drawn)	-3	-10	3	4	1	-5	-133	11

The listing, from the first entry:
SMILES	HKDC1 inhibitor	PfG6PD inh	SENP6 block	Apaf1 inhib	SENP8 block-1	SENP1 FRET inh	SENP8 block-2	SENP7 block
C=CCn1c(Cc2c(C)[nH]c3ccccc23)nnc1SCC(=O)NCc1ccc(F)cc1	-1	2	-3	4	-1	-52	-29	2
CCN(CC)CCOC(=O)c1cccc2c1-c1ccccc1C2O (stereo not drawn)	-3	-10	3	4	1	-5	-133	11
COC(=O)C(CCSC)NC(=O)c1cc2c(n(-c3ccccc3)c1=O)CCCC2=O (stereo not drawn)	-2	0	7	-4	1	3	-50	14
CC(=O)Nc1ccc(S(=O)(=O)N2CCN(C3CCCCCCC3)CC2)cc1	-3	-26	-7	-11	-5	1	5	-4
CCN(c1ccccc1)S(=O)(=O)c1cc(NC(=O)CSc2n[nH]c(=O)[nH]c2=O)ccc1Cl	-1	-29	-8	-25	-4	0	16	10
COc1ccccc1NC(=O)COC(=O)c1c[nH]c2ccccc12	5	17	0	-2	-3	1	10	-1
Cc1nnc2n(c1=O)N=C(c1ccc(Cl)cc1)CS2	-13	-11	4	-1	-3	5	28	9
O=C(O)c1ccc(CN2C(=O)c3ccc(C(=O)O)cc3C2=O)cc1	-2	-8	10	1	4	2	-2	7
Cn1c(N)c(C(=O)COC(=O)COc2ccc(C#N)cc2)c(=O)n(C)c1=O	-7	2	-21	-23	-4	1	7	-6
CC(NC(=O)OCc1ccccc1)C(=O)N1CC(O)CC1C(=O)O (stereo not drawn)	2	-12	·	·	·	2	29	·
Cc1ccc(N(C(=O)c2ccc(S(=O)(=O)N3CCCC3)cc2)C2C=CS(=O)(=O)C2)cc1 (stereo not drawn)	-7	12	-2	-5	5	-1	2	-3
Cc1n[nH]c(=O)c2c(NC(=O)COC(=O)c3ncc(Cl)c(Cl)c3Cl)oc(C)c12	5	2	-2	4	-9	-1	23	-5
COC(=O)c1ccc(NC(C)C(=O)OC)c([N+](=O)[O-])c1 (stereo not drawn)	-6	-4	-12	-7	-12	1	4	-8
CC(=O)Nc1ccccc1-c1nnn(CC(=O)Nc2ccc3c(c2)OCCO3)n1	-4	-15	3	2	6	0	8	-3
Cc1cc(OC(=O)c2ccco2)c(Sc2ccccc2[N+](=O)[O-])c(=O)o1	-5	-4	8	2	7	1	13	7
O=C(O)C1CCCCN1C(=O)c1cc2c(s1)CCCCC2 (stereo not drawn)	-2	-13	-4	2	-9	-1	11	7
Cc1ccccc1S(=O)(=O)Cc1ccc(C(=O)N(C)C2CCCCC2)o1	5	1	1	10	16	0	-5	0
Cc1ccc(C)c(NC(=O)CCC(=O)N2CCOc3ccccc32)c1	-6	14	-10	0	10	2	-2	-9
COc1cccc(-c2nnc(SCC(=O)Nc3ccc(S(N)(=O)=O)cc3)n2C)c1	4	-5	13	2	-2	-1	-2	14
Cc1c(C(=O)O)cccc1-c1ccc(/C=C2\SC(=O)NC2=O)o1	-1	-20	98*	23	98*	-76	-149	91*
CCCCN1C(=O)C(=O)NC[C@@H]1CCCCN	-3	3	-7	-6	-1	3	14	-3
O=S1(=O)CCC(NC(=S)NC2CCS(=O)(=O)C2)C1 (stereo not drawn)	7	-19	-1	-1	4	2	9	8
Cc1ccc(-c2nn(-c3cccc(F)c3)cc2CN(Cc2nccn2C)C(C)C)o1	-7	21	-1	17	-5	-9	-47	-9
COc1ccc(CNC(=O)COC(=O)c2cccn2C)cc1	-4	-19	19	-2	3	0	19	-2
COc1ccc(C(=O)NC(C(=O)N2CCN(c3ccccc3O)CC2)C(C)C)cc1 (stereo not drawn)	4	-4	-19	-11	-3	2	22	1
COc1ccc(/C=N/NC(=O)c2ccoc2C)cc1CN1CCN(c2ccc(F)cc2)CC1	-6	11	-8	27	-3	3	22	-12
O=C(CSc1nc(Nc2ccccc2)nc(N2CCOCC2)n1)Nc1ccc(Br)cc1F	-4	-3	-17	13	4	1	-2	-5
CC(NC(=O)COC(=O)c1ccc(N(C)C)cc1)c1ccccc1 (stereo not drawn)	10	0	4	-2	-1	3	-1	3
Cc1ccc(-c2csc3ncnc(SCC(=O)c4ccc5c(c4)OCCO5)c23)cc1	-4	-21	-5	0	0	0	20	5
O=C(Nc1ccc2c(c1)OCCO2)C(=O)c1c[nH]c2ccccc12	-1	9	87*	-2	82*	3	13	99*
COc1ccc(C(=O)N[C@H](C(=O)OCc2nc3ccsc3c(=O)[nH]2)C(C)C)cc1	4	-8	-2	5	0	-5	-26	-4
CCn1c(C)c(C)c2cc(C(=O)N3CCN(c4cccc(C)c4C)CC3)ccc21	-1	14	-2	23	0	-9	-27	3
CCCNC(=O)C1CCN(S(=O)(=O)c2ccc3nc4c(c(C(=O)O)c3c2)CCCCC4)CC1	-3	-5	2	3	-4	-1	9	1
CC(C)(C)NC(=O)c1cc(C(C)(C)C)c(O)c(C(C)(C)C)c1	1	8	-12	-14	-1	0	8	4
O=C(CC1C(=O)NCCN1Cc1ccc(-c2ccccc2)cc1)NCC1CC1 (stereo not drawn)	-6	-22	-7	0	-9	-6	-10	-3
O=C(NCCCN1CCOCC1)c1cccc(S(=O)(=O)Nc2ccc(F)cc2)c1	-3	-2	-8	-7	5	0	-1	0
COC(=O)C1Cc2ccccc2CN1S(=O)(=O)c1ccc(F)cc1 (stereo not drawn)	-5	-4	2	-4	2	1	6	-7
COc1ccc(-c2cc(C(=O)NCCN3CCOCC3)c3ccccc3n2)cc1	-4	7	-10	-7	0	-2	i	-6
O=C(CSc1ccc2ccccc2n1)N/N=C/c1ccc(O)cc1	-3	14	21	-4	4	1	4	-12
N=C(N)SCP(=O)(c1ccccc1)c1ccccc1	-1	1	-4	-17	-4	2	-1	-4
OCCNCc1ccc(-c2ccccc2)cc1	-10	23	2	7	3	-2	16	9
O=C1NC(c2ccc(-c3ccccc3[N+](=O)[O-])o2)C(C(=O)c2ccc(F)cc2)C(O)(C(F)(F)F)N1 (stereo not drawn)	1	16	30	51*	-3	-5	-3	10
O=C(Nc1cccc(C(=O)N2CCCCC2)c1)C1CCCCC1	-3	0	·	·	·	-1	2	·
Cc1ccc(NC(=O)c2cccnc2)c([N+](=O)[O-])c1	-3	7	-8	-3	0	1	13	-6
CCCc1cc(C(=O)Nc2c(C)n(C)n(-c3ccccc3)c2=O)no1	-6	4	2	7	2	0	5	-2
Cc1ccc(C)c(NC(=O)CCc2nnc3ccc(N4CCCC4)nn23)c1	-3	-4	1	-15	1	1	-12	3
CCN(CC)c1ncc(C)c(=O)[nH]1	-7	-7	-16	6	-13	1	7	-5
Cc1cc(NS(=O)(=O)c2ccc(NC(=O)c3cccnc3)cc2)nc(C)n1	-7	-6	-8	-4	4	0	9	2
CS/C(=N\S(=O)(=O)c1cccs1)Nc1cccc(Cl)c1C	1	-24	-8	4	-7	0	-5	4
CC12CC3(C)CC(C)(C1)CC(C(=O)Nc1nn[nH]n1)(C2)C3	-11	5	5	11	3	2	12	-1
Cn1c(COc2ccc([N+](=O)[O-])cc2)nnc1SCC(N)=O	-4	21	0	-2	0	3	13	11
Cc1nnc(N/N=C/c2c(O)n(-c3cccc(C(F)(F)F)c3)c(=O)c3ccccc23)[nH]c1=O	·	·	-12	-5	4	·	·	6
O=C(NCCCN1CCN(c2ccc(F)cc2)CC1)c1cccc(N2CCCC2=O)c1	0	5	-13	-3	5	1	16	7
COC(=O)Cc1[nH]nc2c1C(C1C=CCCC1)C(C#N)=C(N)O2 (stereo not drawn)	-5	-7	5	8	3	-2	24	5
COc1ccc(NC(=S)NCCN2CCOCC2)c(OC)c1	3	-12	-14	-2	0	-2	20	8
CSc1ccccc1C(=O)NCc1cccnc1	-8	-4	-2	0	-7	3	7	-6
Brc1ccc(-c2csc(NNC3=NCCCCC3)n2)cc1	-1	37	14	9	0	5	16	11
COc1ccc(S(=O)(=O)Nc2ccc3c(c2)C(=O)N([C@H](C)CO)C[C@H](C)[C@@H](CN(C)S(C)(=O)=O)O3)cc1	-6	0	-16	0	-18	0	10	-2
COCCNC(=O)C1CC(=O)N(c2ccc(F)c(Cl)c2)C1 (stereo not drawn)	-6	-5	7	-3	12	2	-2	-4
Cc1onc(-c2ccccc2)c1C(=O)Nc1nc(-c2ccccc2)cs1	4	-9	9	8	11	0	-8	-2
The list goes on:
SMILES	HKDC1 inhibitor	PfG6PD inh	SENP6 block	Apaf1 inhib	SENP8 block-1	SENP1 FRET inh	SENP8 block-2	SENP7 block
COC(=O)Cc1c(C)nc2nc(-c3ccc(C)cc3)[nH]n2c1=O	-4	10	-12	-2	-5	0	46*	-6
O=C(c1ccco1)N1CCN=C1SCc1cccnc1	-3	-9	-18	-12	11	-1	20	7
Cc1ccc(C)c(OCC(=O)NNC(=O)C2CC2)c1	-1	-13	-17	-14	1	2	10	-7
O=C(Nc1nnc(SCc2ccc(F)cc2)s1)c1cnccn1	5	-37	-3	3	1	2	-2	8
CCCC(C(=O)NC1CCCC1)N(C(=O)Cn1nnc(-c2ccc(C)o2)n1)C1CCCC1 (stereo not drawn)	13	21	5	11	-1	-6	3	6
CCOC(=O)C1=C(C)NC(C)=C(C(=O)OCC)C1c1ccccn1	-3	8&9	-12	1	-8	-8&-10	-467	-7
CN(Cc1nc(CC2CC2)no1)CC12CC3CC(CC(C3)C1)C2	-2	0	-11	12	5	2	15	3
CCCCC(c1nnnn1CCOC)N1CCN(C(=O)c2ccco2)CC1 (stereo not drawn)	0	-19	·	·	·	1	13	·
C[C@@H]1[C@H](O)C[C@@]23COC(=O)C2=CCC[C@@H]3[C@@]1(C)CC/C(=C/CO)CO	-5	5	7	-4	9	4	32	-2
O=C(COC(=O)CSc1ccc(F)cc1)NC1CCCCCC1	14	7	-11	1	-6	6	2	5
CC(C)c1cc(=O)n2c(nc3ccccc32)[nH]1	-6	-12	1	5	-16	2	-226	-5
O=C(COC(=O)CCNS(=O)(=O)c1ccc(Cl)cc1)NCc1ccco1	-3	20	-12	-6	1	0	4	-2
O=C(O)c1ccc(NNC(=S)Nc2cc(C(F)(F)F)ccc2Cl)cc1	4	-2	5	5	-3	0	10	-8

An excerpt from above in order of number of heavy atoms, highest first:
SMILES	HKDC1 inhibitor	PfG6PD inh	SENP6 block	Apaf1 inhib	SENP8 block-1	SENP1 FRET inh	SENP8 block-2	SENP7 block
CCCC(C(=O)NC1CCCC1)N(C(=O)Cn1nnc(-c2ccc(C)o2)n1)C1CCCC1 (stereo not drawn)	13	21	5	11	-1	-6	3	6
CCCCC(c1nnnn1CCOC)N1CCN(C(=O)c2ccco2)CC1 (stereo not drawn)	0	-19	·	·	·	1	13	·
C[C@@H]1[C@H](O)C[C@@]23COC(=O)C2=CCC[C@@H]3[C@@]1(C)CC/C(=C/CO)CO	-5	5	7	-4	9	4	32	-2
O=C(c1ccco1)N1CCN=C1SCc1cccnc1	-3	-9	-18	-12	11	-1	20	7
